# N370S GC: N370S glucocerebrosidase modulation, Gaucher chaperone candidate. P04062. N370S GC spleen homogenate, 4MU-glucoside fluorescence. Potency, µM (series often up to 59.4 µM), for inactives: at the top dose activity change, negative = inhibition, most hits filed as inhibitors. actives 0.092% (n = 330,000). AID 2101;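 further: 0% = full enzyme activity and -100% = no enzyme basal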
# FEN1 inh: human FEN1 inhibition | Recombinant FEN1 flap cleavage, fluorescence, 15 min | Potency, µM (doses to about 114 µM), inactives show at the highest dose activity change, negative = inhibition, most hits filed as inhibitors | actives 0.35% (n = 390,000) | AID 588795; further: nearly all actives have a fitted effect of over 65% in size
#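 With each library titrated from low to high concentration, compounds met 10 nM FEN1 for 15 min at room temperature before 50 nM substrate was added; readings at 0 and 15 min fed four-parameter Hill curve fits.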
# KAT2A inh: blocks human GCN5L2 histone acetyltransferase; actives 0.21% (n = 390,000); AID 504327; Potency, µM (series often up to 58.9 µM), inactives show at the top dose activity change, negative = inhibition, hits mostly inhibitors; GCN5L2 HAT assay, ThioGlo1 CoA-SH fluorescence; Q92830
# Target sequence (Q92830 whole entry, looked up): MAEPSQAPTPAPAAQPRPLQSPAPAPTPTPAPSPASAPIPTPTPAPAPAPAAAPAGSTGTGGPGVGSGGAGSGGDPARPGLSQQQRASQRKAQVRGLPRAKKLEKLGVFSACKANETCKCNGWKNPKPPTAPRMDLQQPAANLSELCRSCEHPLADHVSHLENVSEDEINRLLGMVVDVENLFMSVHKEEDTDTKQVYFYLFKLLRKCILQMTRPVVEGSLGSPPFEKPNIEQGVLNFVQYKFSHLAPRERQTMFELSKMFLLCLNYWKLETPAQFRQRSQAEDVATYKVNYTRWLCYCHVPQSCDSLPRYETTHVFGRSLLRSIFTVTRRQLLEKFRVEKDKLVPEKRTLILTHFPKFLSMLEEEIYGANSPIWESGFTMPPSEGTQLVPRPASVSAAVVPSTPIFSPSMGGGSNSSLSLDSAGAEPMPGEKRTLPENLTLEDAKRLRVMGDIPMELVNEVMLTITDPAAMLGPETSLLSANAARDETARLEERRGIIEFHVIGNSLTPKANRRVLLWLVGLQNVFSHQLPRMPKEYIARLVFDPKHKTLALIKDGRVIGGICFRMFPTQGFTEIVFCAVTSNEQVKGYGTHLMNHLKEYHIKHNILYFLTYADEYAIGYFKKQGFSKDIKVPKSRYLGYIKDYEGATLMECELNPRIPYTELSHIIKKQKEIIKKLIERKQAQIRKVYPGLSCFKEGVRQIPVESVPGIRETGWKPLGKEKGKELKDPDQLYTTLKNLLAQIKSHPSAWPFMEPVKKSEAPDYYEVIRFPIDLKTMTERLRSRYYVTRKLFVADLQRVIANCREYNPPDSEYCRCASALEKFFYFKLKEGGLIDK
#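 Enzyme at 20nM final was mixed with library compounds for 15 min at room temperature. Peptide H3(1-25) at 75uM, acetyl-CoA at 70uM and ThioGlo1 at 50uM were then added. Plates were read immediately and after 20 min (Ex340nm/Em540nm).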
# * hit, by the source's call; u = inconclusive; x = not tested or not shown; & = joins results of further samples; [ ] = remark or other dose. The call rests on the fitted dose curve; in most records, active means well fitted curve in the direction sought with a large enough effect; inconclusive means small, poorly fitted or top-dose-only effect, or another doubt; inactive means no such curve, though single readings can be large; an effect the other way counts as inactive or inconclusive. Unless noted, on the % scale 0 is the no-effect control and ±100 the full control effect; potency means the concentration at half of the fitted maximal effect.
FEN1 inh	N370S GC	KAT2A inh	smiles
6.2%	19.1%	-7.0%	O=C(N/N=C/c1cn(-c2ccccc2)nc1-c1cc2ccccc2o1)c1ccccc1Br
3.6%	x	-1.0%	C[C@H](CO)N1C[C@H](C)[C@@H](CN(C)S(=O)(=O)c2cccs2)Oc2ccc(NC(=O)Cc3ccccc3)cc2C1=O
-0.8%	-6.3%	16.4%	COc1ccc(/C=N/n2c(C)nnc2C)c(OC)c1OC
10.6%	1.3%	0.4%	O=C(CN1C(=O)C2C3C=CC(C4CC34)C2C1=O)Nc1cccc2ncccc12 (stereo not given)
-3.9%	-1.9%	-3.4%	CCN1CCN(C(=O)CN(c2cc(OC)ccc2OC)S(C)(=O)=O)CC1
-4.2%	1.6%	-9.9%	CCC(=O)c1ccc(OCC(=O)N(C)CC(=O)Nc2cccc(F)c2)cc1
-12.5%	-0.3%	2.6%	C/C(=N/NC(=O)CNC(=O)c1cccnc1)c1cccc([N+](=O)[O-])c1
36.4%[activator]	-5.3%	-8.0%	COc1ccc(C2CC(c3ccc(OC)cc3)n3nc(NS(C)(=O)=O)nc3N2)cc1 (stereo not given)
6.6%	x	-3.9%	COc1ccc(OCC(=O)Nc2nc(-c3ccc(Br)cc3)ns2)cc1
14.4%	-4.4%	-2.0%	CCOc1ccc2ccccc2c1C1NC(=O)N(C)C(C)=C1C(=O)OCCOC (stereo not given)
x	-10.2%	-0.3%	COc1cc(/C=N/O)ccc1OCc1ccc(Cl)cc1
-5.5%	-1.2%	-29.4%	CCN1C(=O)[C@H]2[C@@H](c3ccc(-c4ccc(OC)cc4)cc3)N[C@@](C)(C(=O)OC)[C@H]2C1=O
u	x	u	CCCOc1ccc(/C=C/C(=O)Nc2sc(C)c(C)c2C(=O)OCC)cc1OC
-23.9%	0.4%	u	COC(=O)c1sc(NC(=S)NNC(=O)c2c(Br)c(C)nn2C)c(C(=O)OC)c1C
-1.5%	-14.3%	-6.2%	COc1ccc(CCNC(=O)CCCn2c(=O)c3cccn3c3cccnc32)c(OC)c1OC
3.4%	-5.1%	-8.9%	COc1cccc(/C=N/n2c(-c3n[nH]c4c3CCC4)n[nH]c2=S)c1O
-22.0%	19.4%	-9.7%	Clc1ccc(CO/N=C/c2c(-c3ccccc3)nc3n2CCS3)c(Cl)c1
1.1%	0.1%	0.6%	CCO/N=C(/c1nonc1N)N1CCN(c2ccc([N+](=O)[O-])cc2)CC1
13.7%	-1.5%	-11.3%	Cn1c(=O)c2c(ncn2Cc2ccc(Cl)c(Cl)c2)n(C)c1=O
-17.8%	x	-6.9%	COc1ccccc1-c1sc2ccccc2c1-c1ccc(OCCN2CCCCC2)cc1
-5.5%	-13.4%	-5.5%	Cc1cccc(NC(=O)CCC2CCN(Cc3nccs3)CC2)c1
3.5%	0.4%	-7.4%	OCC[C@@H]1C[C@H](O)[C@@H](O)[C@@]2(OCc3ccccc32)O1
2.9%	-3.0%	-10.3%	CCN(CC(=O)Nc1c(F)cccc1F)C(=O)c1ccc(COc2ccccc2)cc1
5.3%	-7.0%	-6.2%	CCc1ccc(OCC(=O)NNC(=O)Cc2cccs2)cc1
-10.0%	x	-1.7%	Cc1cc(C)cc(NC(=O)CCS(=O)(=O)c2cccc3nsnc23)c1
-25.5%	x	-6.7%	CC(=O)c1c(C)[nH]c(C(=O)OCc2csc(CC(=O)Nc3ccccc3C)n2)c1C
-5.3%	x	1.8%	CCOc1ccc(-c2nonc2NC(=O)c2ccc(C)cc2)cc1OCC
8.8%	x	-19.6%	CC(=O)c1ccc(NC(=O)c2nc(-c3ccccc3)n(-c3ccccc3)n2)cc1
-3.4%	-2.9%	21.4%	O=C(O)c1cccc(NC(=O)c2cn(-c3ccccc3)nc2-c2cc3ccccc3o2)c1
-5.2%	23.6%	-7.3%	Cc1nc(NC(=O)C23CC4CC(CC(C4)C2)C3)sc1Cc1ccc2c(c1)OCO2

# Not a retest: an excerpt of the list.
FEN1 inh	N370S GC	KAT2A inh	smiles
-5.3%	x	1.8%	CCOc1ccc(-c2nonc2NC(=O)c2ccc(C)cc2)cc1OCC
8.8%	x	-19.6%	CC(=O)c1ccc(NC(=O)c2nc(-c3ccccc3)n(-c3ccccc3)n2)cc1
-3.4%	-2.9%	21.4%	O=C(O)c1cccc(NC(=O)c2cn(-c3ccccc3)nc2-c2cc3ccccc3o2)c1
-5.2%	23.6%	-7.3%	Cc1nc(NC(=O)C23CC4CC(CC(C4)C2)C3)sc1Cc1ccc2c(c1)OCO2

# (more compounds)
FEN1 inh	N370S GC	KAT2A inh	smiles
-2.8%	-3.3%	-5.6%	COc1ccc(/C=C/C(=O)NC(=S)NNC(=O)c2cccnc2)cc1
-6.5%	6.9%	-7.5%	Cc1ccccc1-c1nc(C#N)c(N2CCCCC2)o1
-12.8%	-9.5%	-8.5%	COc1ccccc1C(=O)NNC(=O)c1ccncc1
-2.6%	x	-2.6%	COc1ccc(OC)c(-n2nnc(-c3nc(-c4cc(OC)c(OC)c(OC)c4)no3)c2C)c1
-1.6%	-0.5%	-5.3%	Cc1ccc(S(=O)(=O)N2CCCOC2CNC(=O)C(=O)NC2CCCC2)cc1 (stereo not given)
-1.9%	-5.1%	-0.5%	COCCN1Cc2cccc(C(=O)Nc3c(C)cccc3C)c2C1=O
0.5%	7.5%	-17.3%	CCC(=O)OCC(=O)[C@@]1(OC(=O)CC)[C@@H](C)C[C@H]2[C@@H]3CCC4=CC(=O)C=C[C@]4(C)[C@@]3(Cl)[C@@H](O)C[C@@]21C
6.4%	7.8%	-0.9%	C=C1c2cc(C)ccc2NC(=O)N1c1ccccc1
-4.7%	-0.7%[12.8 µM]	-0.9%	Cc1ccc(NC(=O)CCC(=O)NNC(=O)c2ccco2)cc1C
-7.2%	11.1%	-4.6%	Cc1cccc(NCC(=O)N/N=C\c2c[nH]c3ccccc23)c1
3.3%	-0.1%	-5.5%	COc1ccc(S(=O)(=O)Oc2cccc(/C=N/N=C3/NC(=O)C(CC(=O)O)S3)c2)cc1 (stereo not given)
4.1%	x	-9.7%	CCOc1ccc(-n2nc3ccc(NC(=O)Cc4ccccc4)cc3n2)cc1
3.3%	-3.1%	-4.5%	CC1CN(C(=O)CCCN2C(=O)c3ccccc3C2=O)CC(C)O1 (stereo not given)
-7.3%	-11.7%	4.0%	COC(=O)NNS(=O)(=O)c1ccc(C)cc1
2.8%	-3.5%	-0.9%	O=C(O)c1ccc2noc(-c3ccccc3)c2c1
-3.4%	x	0.0%	CCOC(=O)c1c(C)[nH]c(C(=O)NNC(=O)c2ccccc2F)c1C
-14.0%	-2.1%	-3.9%	Cc1c(C)n(Cc2ccccc2)c2ncnc(NCCO)c12
1.3%	-0.7%	2.2%	CCOC(=O)N1CCN(CCC(=O)Nc2cccc(C)c2)CC1
4.5%	5.7%	0.5%	O=S(=O)(NCc1ccco1)N1CCOCC1
-9.7%	4.8%	-6.5%	O=C(c1ccc([N+](=O)[O-])cc1)N1CCSC1c1cccc(Cl)c1 (stereo not given)
-2.1%	1.6%	-3.4%	Cc1cc(C(=O)Nc2c(F)cc(F)cc2Br)no1
-9.3%	x	-17.0%	CCSc1ncc(Cl)c(C(=O)N(Cc2ccccc2)Cc2ccco2)n1
-4.5%	x	-7.5%	Cc1cc(C)cc(NC(=O)Cn2c(=O)n(CC(=O)NCCc3ccccc3)c(=O)c3ccccc32)c1
-1.6%	-10.9%	x	COc1ccc(C2/C=C\CN(S(=O)(=O)c3ccc(C)cc3)C(C)C(=O)N2Cc2ccc(F)cc2)cc1 (stereo not given)
-13.6%	x	2.1%	O=C(CN1C(=O)NC2(CCCCCCC2)C1=O)NCc1ccccc1
2.6%	-5.5%	-12.3%	Cc1ccc(Cl)cc1N1CCN(c2cccc[n+]2C)CC1
-5.3%	2.0%	-0.1%	CCOc1ccc(NC(=O)CN2CCN(Cc3c(F)cccc3F)CC2)cc1
2.5%	-10.9%	-5.0%	CN(CC(=O)Nc1ccccc1Cl)C(=O)COC(=O)c1ccc(Cl)cc1[N+](=O)[O-]
-0.9%	4.9%[2.35 µM]	-0.5%	O=S(=O)(NC(=NC1CCCC1)C(F)(F)F)c1ccccc1
x	-4.5%	-6.4%	CCOP(=O)(OCC)C(Nc1cccc(C(F)(F)F)c1)c1ccc(Br)cc1 (stereo not given)

# 4 records picked at random from those above:
FEN1 inh	N370S GC	KAT2A inh	smiles
x	-10.2%	-0.3%	COc1cc(/C=N/O)ccc1OCc1ccc(Cl)cc1
-23.9%	0.4%	u	COC(=O)c1sc(NC(=S)NNC(=O)c2c(Br)c(C)nn2C)c(C(=O)OC)c1C
-14.0%	-2.1%	-3.9%	Cc1c(C)n(Cc2ccccc2)c2ncnc(NCCO)c12
-9.3%	x	-17.0%	CCSc1ncc(Cl)c(C(=O)N(Cc2ccccc2)Cc2ccco2)n1

# Other entries
FEN1 inh	N370S GC	KAT2A inh	smiles
-5.2%&3.4%	-5.5%	-5.9%&-8.2%	Cc1ccc(NC(=O)Cn2nnc(C(=O)NCc3cccs3)c2N)cc1Cl
-4.4%	-17.5%	-13.0%	CC1C(=O)N2CCCc3cc(NC(=O)C(=O)NCCc4c[nH]c5ccccc45)cc1c32 (stereo not given)
-2.6%	0.8%	-2.5%	Cc1ccc(CSc2ncnc3c2cnn3-c2ccccc2)cc1
-2.2%	-8.5%	-1.7%	O=C(CCN1CCN(c2ccccc2)CC1)NNC(=O)Cc1c(F)cccc1Cl
-1.6%	7.0%	26.5%	Cc1ccc(C)c(NC(=O)CSc2ccc(-c3cccs3)nn2)c1
-17.1%	-11.2%	-17.3%	COc1ccccc1NC(=O)CSc1nnc(Cn2cnc3ccccc32)n1C
21.7%	1.4%	1.1%	COc1ccc(OC)c(C2C(C(N)=O)=C(C)Nc3nc(CCCO)nn32)c1 (stereo not given)
x	-3.8%	-11.6%	COc1ncc2nc(C)c(=O)n(C[C@H]3CCCO3)c2n1
u	10.9%	-25.8%	Cn1c(COc2cccc3ccccc23)nnc1SCC(=O)OC1CCCCC1
5.7%	-14.9%	0.8%	O=C(CN1CCC(n2nnc3cc(F)ccc32)CC1)N1CCc2ccccc2C1
2.6%	9.4%	-6.5%	Cc1nn2cnnc2c(C)c1Cc1c(F)cccc1Cl
16.5%	5.3%	-2.3%	O=C(NCc1ccncc1)C(=O)C1C(=O)Nc2ccccc21 (stereo not given)
-21.8%	7.1%	u	CC1Cc2nc(SCC(=O)Nc3nc4ccccc4s3)n(C)c(=O)c2S1 (stereo not given)
-12.8%	13.4%	-5.1%	CC(=O)CCn1cc([N+](=O)[O-])nc1C
-0.1%	u	-8.8%	O=C(Nc1cccc(Br)c1)c1ccc(CN2CCc3ccccc3C2)cc1
10.5%	x	0.7%	COc1ccc(CCNC(=O)CN(c2ccccc2)S(=O)(=O)N(C)C)cc1
3.4%	u	-8.4%	O=C(COc1cc(F)ccc1[N+](=O)[O-])NCCCc1ccccc1
6.9%	4.0%	-0.9%	CC(NC1CCCC1)c1ccccc1 (stereo not given)
-15.7%	-12.3%	5.2%	O=C(N/N=C/c1ccc(O)cc1O)/C(=C/c1ccccc1)CCO
-6.3%	-6.8%	1.7%	O=C(Nc1cccc([N+](=O)[O-])c1)NC1CCS(=O)(=O)C1 (stereo not given)
-1.8%	11.8%	-0.9%	O=C1OCc2cccc3cccc1c23
-6.5%	12.1%	-1.0%	CCOc1cc(C)c(S(=O)(=O)N2CCCC2)cc1C
-10.7%	-8.9%	-7.5%	CN(C)c1ccc(/C=C(\NC(=O)c2ccccc2)C(=O)NCc2ccncc2)cc1

# Exported as labelled records: entries from further up.
> Cc1ccc(NC(=O)Cn2nnc(C(=O)NCc3cccs3)c2N)cc1Cl
  FEN1 inh: -5.2%&3.4% | N370S GC: -5.5% | KAT2A inh: -5.9%&-8.2%
> CCOc1cc(C)c(S(=O)(=O)N2CCCC2)cc1C
  FEN1 inh: -6.5% | N370S GC: 12.1% | KAT2A inh: -1.0%
> CC1Cc2nc(SCC(=O)Nc3nc4ccccc4s3)n(C)c(=O)c2S1 (stereo not given)
  FEN1 inh: -21.8% | N370S GC: 7.1% | KAT2A inh: u

# Screens: PubChem, National Center for Advancing Translational Sciences (NCATS)

# The list is partial; the hit share may differ from the screen's.
